BB579 growth dn: growth inhibitors of yeast BB579 in restrictive medium, primary screen, yeast lifespan-shortening project, S. cerevisiae; OD615, 48 h; inhibition, % at 10 µM; 140,000 tested, 0.51% active;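 active means inhibition above a set limit, 3 SD over the mean compound inhibition, cut at about 44% in these data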; further: inactives centre near -24
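Assay system: S. cerevisiae DeaD strain BB579 yeast. Medium: CSMM-D restrictive synthetic medium containing dextrose (glucose). Times: 4 h cell preincubation, 48 h compound exposure, 30 °C humidified. Signal: OD615 turbidity measurement. Benchmarks: positive control amphotericin B 10 µg/mL.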
MRP1 act: H69AR viability gain despite doxorubicin, primary screen, MRP-1 activator project, H69AR cells, CellTiter-Glo; viability rescue; viability increase, % at 10 µM; 140,000 tested, 0.61% active;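 active means viability gain under doxorubicin at or above a set limit, the compound median plus 3 SD, cut at about 4.7% in these data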;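 further: MRP-1 overexpressing cells given doxorubicin 25 µM after compound pretreatment; 18-22 h compound pretreatment then 72 h with doxorubicin before readout; 0% = doxorubicin-only wells and 100% = vehicle-treated cells without doxorubicin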
E-sel TNF inh: E-selectin induction blockers in HUVEC – imaging, immunofluorescence, high content, primary screen. HUVEC TNFa-induced E-selectin immunofluorescence. inhibition, % at 2 µM. 120,000 tested, 0.71% active;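 active means inhibition above the batch mean plus 3 SD, and confirmed as a hit on visual image review, cut at about 43% in these data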;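 further: 0% = TNF-stimulated DMSO wells and 100% = unstimulated control wells; not every result past the cut was called active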
bCat KO growth: primary screen for growth suppressors in beta-catenin knockout HCT116 cells (colon tumor, human); HCT116 beta-catenin knockout viability, CellTiter-Glo, 60 h; stronger effect = lower value; viability, % at 10 µM; 140,000 tested, 1.5% active; AID 818, 2007;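 active means viability at or under a set limit, the compound median less 4 SD, cut at about 6% in these data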;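 further: 0% = Hyamine 1622 control at 20 µM and 100% = untreated cell control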
Phagocyt inh: inhibitors of macrophage phagocytosis, primary screen, imaging, J774A.1 cells, IgG beads; J774A.1 macrophage IgG-bead phagocytosis; inhibition, % at 5 µM; 110,000 tested, 0.07% active;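 active means inhibition above the mean of the plate negative controls plus 5 SD, cut at about 13% in these data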;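 further: phagocytic index as fraction of beads internalized from green versus red external bead signal; plate controls were DMSO negative control for no effect and cytochalasin-D positive control for full effect; some results beyond the cut were filed as inactive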
PTEN del growth: growth suppression of PTEN-null HCT116, primary screen, cell-based, CellTiter-Glo. HCT116 PTEN-null viability, 60 h; stronger effect = lower value. viability, % at 10 µM. 140,000 tested, 1.2% active. AID 827, 2007;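 active means viability at or below a set limit, 4 SD under the median of all tested compounds, cut at about 3.7% in these data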;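 further: PTEN knockout HCT116 line with beta catenin targeted HCT116 as companion control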
GALR2 antag: GALR2 antagonists in receptor-expressing cells, primary screen; Galanin receptor type 2 (Homo sapiens), O43603; antagonist mode; inhibition, % at 4 µM; 140,000 tested, 0.39% active; in the data active means inhibition above about 27%;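 further: cells stimulated with galanin 1-16 at roughly its EC80; 0% = agonist challenge control and 100% = basal control without agonist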
Target sequence (O43603 whole entry, looked up): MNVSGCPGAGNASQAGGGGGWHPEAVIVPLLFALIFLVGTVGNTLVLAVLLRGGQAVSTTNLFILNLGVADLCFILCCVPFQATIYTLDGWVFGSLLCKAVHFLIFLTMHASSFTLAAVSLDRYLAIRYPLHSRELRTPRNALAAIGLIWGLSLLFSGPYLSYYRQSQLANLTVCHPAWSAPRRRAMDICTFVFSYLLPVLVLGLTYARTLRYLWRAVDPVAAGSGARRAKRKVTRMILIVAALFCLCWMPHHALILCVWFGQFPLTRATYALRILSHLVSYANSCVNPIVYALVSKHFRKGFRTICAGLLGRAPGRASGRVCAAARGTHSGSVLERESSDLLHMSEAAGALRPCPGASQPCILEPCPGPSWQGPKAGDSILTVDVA
NPY-Y2 antag: NPY-Y2 receptor antagonists, primary screen, cell-based | inhibition, % at 2.7 µM | AID 793, 2007 | Neuropeptide Y receptor type 2 (Homo sapiens), P49146 | NPY-Y2 expressing cells, antagonist mode | 140,000 tested, 0.99% active; in the data active means inhibition above about 17%;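 further: 0% = vehicle with agonist challenge and 100% = reference antagonist with challenge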
Target sequence (P49146 whole entry, looked up): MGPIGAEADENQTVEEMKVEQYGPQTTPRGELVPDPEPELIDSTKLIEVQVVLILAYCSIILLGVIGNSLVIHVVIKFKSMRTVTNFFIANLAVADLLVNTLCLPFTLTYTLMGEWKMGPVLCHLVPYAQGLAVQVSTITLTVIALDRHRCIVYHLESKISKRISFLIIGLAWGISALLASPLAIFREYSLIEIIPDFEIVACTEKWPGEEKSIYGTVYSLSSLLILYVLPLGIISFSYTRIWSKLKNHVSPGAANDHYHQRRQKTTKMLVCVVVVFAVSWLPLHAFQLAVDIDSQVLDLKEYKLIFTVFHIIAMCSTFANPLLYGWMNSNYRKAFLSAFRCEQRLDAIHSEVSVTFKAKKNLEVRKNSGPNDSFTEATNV
Yeast lifespan up: compounds extending yeast replicative lifespan, primary screen, S. cerevisiae, OD615 | 130,000 tested, 0.68% active | inhibition of the nicotinamide effect, % at 10 µM | S. cerevisiae growth with nicotinamide; deaD strain in restrictive glucose medium;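 active means inhibition above a set limit, placed 3 SD over the median of all compounds, cut at about 26% in these data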;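 further: 0% = nicotinamide-treated wells and 100% = cells grown without nicotinamide; some compounds called inactive have numbers as strong as hits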
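Measured by: optical density (absorbance) at 615 nm; System: modified budding yeast, DeaD strain; Medium: restrictive CSMM-D dextrose medium; Timing: 4 h preincubation then 48 h treatment at 30 °C.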
Measles CPE: compounds protecting cells from measles virus cytopathic effect, primary screen, measles RdRp inhibitor project, single point, MLSMR library, absorbance; Measles virus-infected cells, CPE protection; protection (pct of control), % at 4 µM; 140,000 tested, 1.5% active; in the data active means protection mostly above about 24%, no sharp cut-off; inactive means mostly below about 26%; further: some compounds called inactive have numbers as strong as hits
* = called active by the depositor; . = no result given.

Results follow in this order: BB579 growth dn, MRP1 act, E-sel TNF inh, bCat KO growth, Phagocyt inh, PTEN del growth, GALR2 antag, NPY-Y2 antag, Yeast lifespan up, Measles CPE
CC(C)Cn1cnc2c(c(-c3ccccc3)c(-c3ccccc3)n2Cc2ccco2)c1=N
 : -39, -3.0, 21, 2.8*, -1, 3.0*, 7, 76*, 28*, 7
Cc1ccccc1OCc1n[nH]c(=S)n1Cc1ccccc1
 : -28, -1.4, ., 95, 0, 91, 7, 2, 8, 5
CN1CC(c2ccc(C#N)cc2)C2(COc3ccccc3C2=O)C12C(=O)Nc1ccccc12 (centres undefined)
 : -58, -1.5, 6, 78, ., 71, 6, 3, 17, 8
CCCc1cc(=O)[nH]c(SCC(=O)N2CCN(S(=O)(=O)c3ccc(Cl)cc3)CC2)n1
 : -21, -2.8, 5, 92, -4, 97, -3, -1, 0, 15
Cc1nnsc1Sc1cccc(C(F)(F)F)c1
 : -21, 0.1, -67, 96, 0, 97, -6, 5, -10, 15
N#Cc1c(/N=C/c2cccs2)sc2c1CCC2
 : -28, -1.6, 11, 101, -1, 97, 15, 4, -2, 2
COc1ccccc1N(C(C)=O)c1nc(C)cc(C)c1C#N
 : -32, -2.1, -15, 92, ., 95, 3, -1, ., 5
Cc1ccc(S(=O)(=O)NNC(=O)C2CCN(S(=O)(=O)c3ccc(C)cc3)CC2)cc1
 : -76, -1.0, 20, 98, ., 92, -9, -2, -9, 48
CC(=O)Nc1ccc(NC(=O)CC2Nc3cccc4cccc(c34)NC2=O)cc1 (centres undefined)
 : -11, -2.9, 0, 102, ., 87, 22, 1, -5, 2
Cc1nc2c(Cl)cc(Cl)cc2[nH]1
 : -3, -4.6, -10, 88, -3, 77, 1, 0, -21, 6
CC1Cc2ccccc2N1C(=O)Cn1nc(C(=O)O)c2ccccc2c1=O (centres undefined)
 : -49, -2.2, 28, 108, 0, 101, 4, 3, -16, 4
CCCCC(=O)Nc1cccc(-c2cn3ccccc3n2)c1
 : -6, -3.1, 26, 96, -4, 98, 7, 2, -5, 16
CC(C)CC(=O)NC(=S)Nc1nc(-c2ccc(Cl)cc2)cs1
 : -32, -2.0, ., 66, 1, 77, 0, 1, 13, 8
O=C(CSCCc1ccccn1)Nc1cccnc1Cl
 : -11, -2.2, -7, 107, ., 96, -11, 0, 1, 1
Cc1cc(NC(=O)c2cc(-c3ccco3)on2)nn1Cc1ccc(Cl)cc1
 : -19, -0.8, -14, 75, ., 66, -5, 5, 2, 7
COC(CNC(=O)c1ccc(N2CCC3(CC2)OCCO3)c([N+](=O)[O-])c1)OC
 : -6, -1.7, 31, 100, -3, 99, -12, 2, 0, 7
COc1ccc(C(=O)NCc2ccccc2OC)c(OC)c1
 : -2, -1.9, 25, 78, -1, 75, 6, 1, -9, 7
CC(C)NCC(O)Cn1c2c(c3ccccc31)CCc1c-2cnn1-c1ccccc1 (centres undefined)
 : -47, -6.6, 18, 1.5*, 2, 2.0*, -3, 1, -18, 3
COc1ccccc1-n1cnnc1SCC(=O)c1cc(C)n(Cc2cccs2)c1C
 : -51, 0.4, 8, 92, 2, 98, -2, 13, 7, 0
CC(Oc1cccc(F)c1)C(=O)/C=C\N(C)C (centres undefined)
 : -34, -2.6, -50, 79, -2, 95, -3, 2, -4, 3

Results follow in this order: BB579 growth dn, MRP1 act, E-sel TNF inh, bCat KO growth, Phagocyt inh, PTEN del growth, GALR2 antag, NPY-Y2 antag, Yeast lifespan up, Measles CPE
C/C(=N\OC(=O)c1ccc(Cl)c(Cl)c1)c1sc(C)nc1C
 : -6, -2.2, 15, 94, 0, 92, 3, 4, -7, 16
CCOC(=O)c1nn(-c2ccc(OCC)cc2)c2nc(-c3cccc(OC)c3)c(C#N)c(=O)n12
 : -7, -4.1, 2, 79, -1, 79, 2, 3, 3, 17
Cc1ccccc1NC(=S)N(CCCN1CCCCC1)Cc1ccco1
 : -9, -2.6, 1, 101, -13, 94, 1, 4, 1, 6
COC(=O)c1nn(-c2ccccc2)c(Sc2ccc(Cl)cc2)c1/C=N/O
 : -11, -5.0, 13, 82, 1, 82, -7, 7, -22, 7
NS(=O)(=O)c1ccc(CNC(=O)/C=C/c2c(Cl)cccc2Cl)cc1
 : -28, 1.7, 3, 93, ., 103, 7, 4, -14, 2
Cc1onc(-c2ccccc2)c1C(=O)Nc1cccc2nsnc12
 : -58, -0.9, -13, 89, ., 86, 6, 3, -6, 13
Brc1ccc2cccnc2c1
 : -4, -1.2, 8, 97, ., 93, 11, -1, -15, 5
O=C(CCCN1C(=O)CCC1=O)Nc1ccc2c(c1)OCO2
 : -23, -3.3, -8, 93, -2, 100, -3, 0, 0, 7
Cn1nc(C(F)(F)F)c2cc(C(=O)NC3CC3)sc21
 : -28, -2.3, ., 105, 0, 102, 1, 1, -23, 7
COc1c(C)cccc1C(=O)Nc1ccc(N2CCOCC2)c(Cl)c1
 : -69, 1.2, -3, 94, 2, 98, 4, 9, -9, 15
COc1ccc2c(C)cc(=O)[nH]c2c1
 : 40, -1.2, 1, 90, -3, 98, -5, -1, -6, 14
Cc1cc(C(=O)Nc2cccc(O)c2)co1
 : 0, -2.0, ., 102, 1, 104, -13, 2, -10, 11
CCOC(=O)C1CCCN(C(=O)C2CCN(c3nnc(-n4cccc4)s3)CC2)C1 (centres undefined)
 : -15, -4.0, 13, 77, 0, 81, -2, 0, -2, 7
Cc1nc2sc3c(c2c(=O)o1)CCC3
 : -38, 0.5, -4, 84, -1, 93, 7, 11, -9, 6
CCn1c(SCc2nc3ccccc3[nH]2)nnc1-c1cccnc1
 : 32, -0.3, 1, 94, 0, 97, 13, 0, -1, 1
CCOC(=O)c1c(C)[nH]c(C(=O)CN2C(=O)NC(C)(c3ccc4ccccc4c3)C2=O)c1C (centres undefined)
 : -50, -0.7, ., 77, ., 65, 3, -3, -5, 2
Cc1ccc(S(=O)(=O)c2ccc(C)cc2)cc1
 : -17, -0.1, 8, 97, 0, ., -9, 1, 58*, 26
CCCSc1nc(C)nc2c1c(=O)n(C)c(=O)n2C
 : 15, -1.3, 11, 105, -1, 106, 2, 1, 6, 7
Cc1ccc(-c2cc(C(=O)Nc3cccnc3)c3ccccc3n2)o1
 : -24, -4.3, ., 86, -1, 86, 3, 5, -10, 22
O=C(Nc1cccc(O)c1)c1cccc(S(=O)(=O)N2CCCC2)c1
 : -15, -0.7, ., 98, 0, 101, 13, -1, -8, 12

Results follow in this order: BB579 growth dn, MRP1 act, E-sel TNF inh, bCat KO growth, Phagocyt inh, PTEN del growth, GALR2 antag, NPY-Y2 antag, Yeast lifespan up, Measles CPE
O=C(CSCCO)Nc1cccc([N+](=O)[O-])c1
 : -20, -1.2, 7, 88, ., 105, 4, 3, 3, 7
Cc1[nH]c2ccccc2c1C(=O)CSc1nc2ccccc2c(=O)n1CCCN1CCOCC1
 : -37, -0.7, 22, 58, ., 57, -10, 6, -20, 4
CCOC(=O)C(CC(=O)O)N1CCCCC1 (centres undefined)
 : -31, -0.3, -2, 95, ., 99, 5, 2, -13, 19
COc1cccc(S(=O)(=O)NCc2ccc3c(c2)OCO3)c1
 : -21, 1.3, 2, 103, 0, 91, 1, 1, -11, 12
O=C(NCC1CCCO1)c1ccc(/C=N/O)nc1 (centres undefined)
 : -19, -0.9, ., 90, -3, 99, -15, 4, -4, 4
COc1ccccc1NC(=O)c1sc2nc(-c3ccco3)ccc2c1N
 : -40, 8.3*, -4, 102, 0, 90, 24, 5, -24, 27
CCCn1c(=NC(C)=O)c(C(=O)OCC)cc2c(=O)n3ccccc3nc21
 : -15, -2.0, -8, 96, -1, 90, -2, 2, -13, 15
O=C(Nc1ccc([N+](=O)[O-])cc1)C1CC1(c1ccccc1)c1ccccc1 (centres undefined)
 : -17, -2.4, 10, 73, 5, 66, 3, 1, 1, 10
CC(C)COC(=O)C1C2C=CC3(CN(C4CCCC4)C(=O)C13)O2 (centres undefined)
 : 7, -1.1, -24, 86, -1, 82, 9, 2, -3, 7
CCOC(=O)c1c(C)[nH]c(C)c1C(=O)CSc1nc2ccccc2[nH]1
 : -4, -1.6, -3, 101, -5, 101, -4, -2, 3, 18
O=C1CCCC2=C1C(c1ccsc1)CC(=O)N2c1ccccc1 (centres undefined)
 : -12, -0.7, 36, 97, 5, 94, 1, 5, -8, 8
O=C1CCCc2c1[nH]c1c(Br)cccc21
 : 14, -2.4, -21, 107, -1, 93, -5, 1, -9, 1
C=CCn1cc(Cl)c(=O)n(CC=C)c1=O
 : -40, -0.9, -9, 101, ., 98, -2, 2, -1, 7
Cn1c(CCN2CCCCC2)nc2cc(NC(=O)NC3CCCCC3)ccc21
 : -3, -5.5, ., 75, 0, 77, ., ., -27, 8
COc1ccc(OC)c(S(=O)(=O)Nc2ccc(OCC(=O)O)cc2)c1
 : -32, 0.1, ., 94, 0, 96, 6, 1, -6, 4
CC(C)(C)NC(=O)Cn1nnc(-c2ccccc2NC(=O)c2ccco2)n1
 : -45, -2.9, 1, 94, ., 101, 11, 5, ., 20
Cc1ccc(S(=O)(=O)N2CCN(S(=O)(=O)N(C)C)CC2)cc1
 : -35, -1.8, 16, 83, 0, 82, 0, 1, -4, 5
N#Cc1nc(-c2ccco2)oc1NCc1ccco1
 : -13, -3.0, 31, 105, -1, 99, 12, -2, -16, 3
Oc1ccccc1CNc1nc2ccccc2n1CCN1CCCCC1
 : 1, -4.2, 20, 57, -1, 62, 24, 8, -3, 11
CCC1(C)Cc2c(sc3nnn(CC(=O)Nc4ccccc4C)c(=O)c23)CO1 (centres undefined)
 : -22, 1.2, -26, 82, 1, 91, 9, 2, -9, 47
CC(C)Oc1ccc(N2CC(C(=O)Nc3ccc4c(c3)OCO4)CC2=O)cc1 (centres undefined)
 : 17, -1.3, 15, 100, 0, 95, 2, 2, -2, 23

Bioassay records as filed in PubChem BioAssay.
